FBPA coupling cs – qHTS Assay for Inhibitors of Fructose-1,6-bisphosphate Aldolase from Giardia Lamblia: Coupling assay counterscreen | AID 2472, 2010 | activity change, negative = inhibition, % at 58.2 µM, hits read low | coupling enzyme system counterscreen, AmpLite Red fluorescence | 290,000 tested, 0.67% active; in the data active = activity change below about -30%; note: % is set by controls: 0 for no effect and ±100 for the full control effect
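Activity here indicates interference with the coupling reaction, not aldolase inhibition. Compounds at 57.5 uM final met coupling enzymes for 10 min at RT; substrate and AmpLite Red detection followed, with a 525/598 nm fluorescence read after 20 min.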
KCNH2 3.1 block – qHTS for Inhibitors of KCHN2 3.1: Mutant qHTS; U2OS KCNH2 3.1, thallium flux FluxOr; active compounds read low; 340,000 tested, 0.95% active; Potassium voltage-gated channel subfamily H member 2, brain isoform KCNH2 3.1 (human); activity change, % (tested at about 1.8 µM);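 active = maximum activity change below -70%; inconclusive = maximum activity change from -70% to -50%; inactive = maximum activity change above -50%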;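 note: thallium influx rate constant from kinetic fluorescence after stimulation buffer; % is set by controls: 0 for no effect and ±100 for the full control effect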
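U2OS cells transduced with KCNH2 3.1 mutant virus (1.77 x 10^8 /mL, 4 h), plated overnight at 37 C, loaded 45 min with FluxOr dye plus Red40 quencher. Thallium flux rate constant from kinetic reads after stimulation buffer, normalised to controls.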
Integrin act MD – qHTS for Activators of Integrin-Mediated Alleviation for Muscular Dystrophy. 350,000 tested, 0.064% active. Potency, µM (titrated, usually from 38.3 µM), for the others: top-dose activation, most hits filed as activators. alpha7betagal myoblasts, beta-gal FDG fluorescence, 48 h. AID 624291, 2012;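 note: potency is the fitted concentration of half-maximal effect; 100% = response of the positive control SU9516; nearly all actives have a fitted effect of over 60% in size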
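alpha7betagal+/- myoblasts (passage 13, 250/well) treated 48 h at 37C with compounds at 1:260 dilution of DMSO stock. Lysed, then beta-galactosidase activity read as FDG fluorescence (ex 480/em 540) after 30 min, with pre-read for autofluorescence.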
GALK inh – qHTS Assay for Inhibitors of Human Galactokinase (GALK). P51570. Purified GALK, Kinase-Glo residual ATP luminescence. Potency, µM (highest dose often 57.5 µM), inactives show at the top dose activity change, negative = inhibition, usual class: inhibitors. 270,000 tested, 0.007% active. AID 1868, 2009; note: potency is the fitted concentration of half-maximal effect; % is set by controls: 0 for no effect and ±100 for the full control effect
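Luminescence from leftover ATP (Ultra-Glo luciferase/luciferin) served as read-out after a 1 h room-temperature reaction of 5 nM GALK with 35 uM ATP and 100 uM galactose.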
MBNL1 CUG block – qHTS Assay for Inhibitors of MBNL1-poly(CUG) RNA binding; Muscleblind-like protein 1 (Homo sapiens), Q9NR56; TR-FRET MBNL1-His/biotin-(CUG)12 binding, 665/545 ratio; Potency, µM (doses to about 57.5 µM), for inactives: top-dose activity change, negative = inhibition, hits mostly inhibitors; 280,000 tested, 0.036% active; AID 2675, 2010; active = well fitted inhibition curve with a large enough effect in the signal ratio, with a control signal flat, not every such curve was filed as active; inconclusive = small, poorly fitted or top-dose-only effect, or effect the other way, or a change in a side signal; inactive = no such curve, though single readings can be large or run the other way; the % refers to the signal ratio; note: potency is the fitted concentration of half-maximal effect; % is set by controls: 0 for no effect and ±100 for the full control effect
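His-tagged MBNL1 binding to biotinylated (CUG)12 RNA was measured by TR-FRET using terbium anti-His antibody (0.055 ng/ul final) and streptavidin-XL665 (5 nM final). Compounds were titrated 92 nM to 58 uM; 60 min at room temperature.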
KCNH2 WT inh – qHTS for Inhibitors of KCHN2 3.1: Wildtype qHTS; 340,000 tested, 0.37% active; activity change, % at 1.84 µM; Voltage-gated inwardly rectifying potassium channel KCNH2 (Homo sapiens), Q12809; U2OS, BacMam KCNH2, thallium flux FluxOr; active compounds read low;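 active = maximum activity change below -70%; inconclusive = maximum activity change between -70% and -50%; inactive = maximum activity change above -50%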; note: % is set by controls: 0 for no effect and ±100 for the full control effect
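U2OS cells transduced with wild-type KCNH2 virus are loaded with FluxOr dye for 45 min, and thallium flux is measured in kinetic reads before and after stimulation buffer. Rate constants are normalized to DMSO controls.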
TRPV1 ag – HTS Assay for Compounds that Act as Agonists of the Vanilloid Receptor 1. 320,000 tested, 0.19% active. AID 540275, 2011. TRPV1-expressing cells, Fluo-8 calcium influx, agonist mode. activation, % at 8.33 µM. Transient receptor potential cation channel subfamily V member 1 (Homo sapiens), Q8NER1; in the data active = activation above about 80%; inconclusive = between about 30% and that limit; note: 0% is about no effect
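Fluo-8 calcium influx in TRPV1-expressing cells, kinetic read (ex 480/em 520 nm). Compound added and read 3 min for agonist activity, followed by capsaicin at EC20 final and 2 min further read for enhancement.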
ASM inhibitor – Inhibitors of Secretory Acid Sphingomyelinase (S-ASM): qHTS. Sphingomyelin phosphodiesterase (Homo sapiens), P17405. placental ASM, HMU-PC fluorogenic substrate, 60 min. Potency, µM (doses to about 57.5 µM), for inactives: at the top dose activity change, negative = inhibition, usual class: inhibitors. 340,000 tested, 0.006% active; note: potency is the fitted concentration of half-maximal effect
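Human placenta-derived ASM preincubated with compound 10 min at room temperature, then reacted with 9 uM (final) fluorogenic HMU-PC substrate for 60 min at 37 C. Stop solution raises pH to 10; fluorescence read at Ex 386/Em 447 nm.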
MLL CXXC-DNA inh – qHTS Fluorescence Polarization Assay for Inhibitors of MLL CXXC domain - DNA interaction | AID 2662, 2010 | MLL-CXXC / FITC-HOXA9 DNA fluorescence polarization | 290,000 tested, 0.037% active | Potency, µM (top dose mostly 115 µM), inactives show top-dose activity change, negative = inhibition, most hits filed as inhibitors; active = well fitted inhibition curve with a large enough effect in the polarisation, with a control signal flat, not every such curve was filed as active; inconclusive = small, poorly fitted or top-dose-only effect, or effect the other way, or a change in a side signal; inactive = no such curve, though single readings can be large or run the other way; the % refers to the polarisation; note: potency is the fitted concentration of half-maximal effect
Target sequence (Q03164 whole entry, looked up, the tested form may be a part): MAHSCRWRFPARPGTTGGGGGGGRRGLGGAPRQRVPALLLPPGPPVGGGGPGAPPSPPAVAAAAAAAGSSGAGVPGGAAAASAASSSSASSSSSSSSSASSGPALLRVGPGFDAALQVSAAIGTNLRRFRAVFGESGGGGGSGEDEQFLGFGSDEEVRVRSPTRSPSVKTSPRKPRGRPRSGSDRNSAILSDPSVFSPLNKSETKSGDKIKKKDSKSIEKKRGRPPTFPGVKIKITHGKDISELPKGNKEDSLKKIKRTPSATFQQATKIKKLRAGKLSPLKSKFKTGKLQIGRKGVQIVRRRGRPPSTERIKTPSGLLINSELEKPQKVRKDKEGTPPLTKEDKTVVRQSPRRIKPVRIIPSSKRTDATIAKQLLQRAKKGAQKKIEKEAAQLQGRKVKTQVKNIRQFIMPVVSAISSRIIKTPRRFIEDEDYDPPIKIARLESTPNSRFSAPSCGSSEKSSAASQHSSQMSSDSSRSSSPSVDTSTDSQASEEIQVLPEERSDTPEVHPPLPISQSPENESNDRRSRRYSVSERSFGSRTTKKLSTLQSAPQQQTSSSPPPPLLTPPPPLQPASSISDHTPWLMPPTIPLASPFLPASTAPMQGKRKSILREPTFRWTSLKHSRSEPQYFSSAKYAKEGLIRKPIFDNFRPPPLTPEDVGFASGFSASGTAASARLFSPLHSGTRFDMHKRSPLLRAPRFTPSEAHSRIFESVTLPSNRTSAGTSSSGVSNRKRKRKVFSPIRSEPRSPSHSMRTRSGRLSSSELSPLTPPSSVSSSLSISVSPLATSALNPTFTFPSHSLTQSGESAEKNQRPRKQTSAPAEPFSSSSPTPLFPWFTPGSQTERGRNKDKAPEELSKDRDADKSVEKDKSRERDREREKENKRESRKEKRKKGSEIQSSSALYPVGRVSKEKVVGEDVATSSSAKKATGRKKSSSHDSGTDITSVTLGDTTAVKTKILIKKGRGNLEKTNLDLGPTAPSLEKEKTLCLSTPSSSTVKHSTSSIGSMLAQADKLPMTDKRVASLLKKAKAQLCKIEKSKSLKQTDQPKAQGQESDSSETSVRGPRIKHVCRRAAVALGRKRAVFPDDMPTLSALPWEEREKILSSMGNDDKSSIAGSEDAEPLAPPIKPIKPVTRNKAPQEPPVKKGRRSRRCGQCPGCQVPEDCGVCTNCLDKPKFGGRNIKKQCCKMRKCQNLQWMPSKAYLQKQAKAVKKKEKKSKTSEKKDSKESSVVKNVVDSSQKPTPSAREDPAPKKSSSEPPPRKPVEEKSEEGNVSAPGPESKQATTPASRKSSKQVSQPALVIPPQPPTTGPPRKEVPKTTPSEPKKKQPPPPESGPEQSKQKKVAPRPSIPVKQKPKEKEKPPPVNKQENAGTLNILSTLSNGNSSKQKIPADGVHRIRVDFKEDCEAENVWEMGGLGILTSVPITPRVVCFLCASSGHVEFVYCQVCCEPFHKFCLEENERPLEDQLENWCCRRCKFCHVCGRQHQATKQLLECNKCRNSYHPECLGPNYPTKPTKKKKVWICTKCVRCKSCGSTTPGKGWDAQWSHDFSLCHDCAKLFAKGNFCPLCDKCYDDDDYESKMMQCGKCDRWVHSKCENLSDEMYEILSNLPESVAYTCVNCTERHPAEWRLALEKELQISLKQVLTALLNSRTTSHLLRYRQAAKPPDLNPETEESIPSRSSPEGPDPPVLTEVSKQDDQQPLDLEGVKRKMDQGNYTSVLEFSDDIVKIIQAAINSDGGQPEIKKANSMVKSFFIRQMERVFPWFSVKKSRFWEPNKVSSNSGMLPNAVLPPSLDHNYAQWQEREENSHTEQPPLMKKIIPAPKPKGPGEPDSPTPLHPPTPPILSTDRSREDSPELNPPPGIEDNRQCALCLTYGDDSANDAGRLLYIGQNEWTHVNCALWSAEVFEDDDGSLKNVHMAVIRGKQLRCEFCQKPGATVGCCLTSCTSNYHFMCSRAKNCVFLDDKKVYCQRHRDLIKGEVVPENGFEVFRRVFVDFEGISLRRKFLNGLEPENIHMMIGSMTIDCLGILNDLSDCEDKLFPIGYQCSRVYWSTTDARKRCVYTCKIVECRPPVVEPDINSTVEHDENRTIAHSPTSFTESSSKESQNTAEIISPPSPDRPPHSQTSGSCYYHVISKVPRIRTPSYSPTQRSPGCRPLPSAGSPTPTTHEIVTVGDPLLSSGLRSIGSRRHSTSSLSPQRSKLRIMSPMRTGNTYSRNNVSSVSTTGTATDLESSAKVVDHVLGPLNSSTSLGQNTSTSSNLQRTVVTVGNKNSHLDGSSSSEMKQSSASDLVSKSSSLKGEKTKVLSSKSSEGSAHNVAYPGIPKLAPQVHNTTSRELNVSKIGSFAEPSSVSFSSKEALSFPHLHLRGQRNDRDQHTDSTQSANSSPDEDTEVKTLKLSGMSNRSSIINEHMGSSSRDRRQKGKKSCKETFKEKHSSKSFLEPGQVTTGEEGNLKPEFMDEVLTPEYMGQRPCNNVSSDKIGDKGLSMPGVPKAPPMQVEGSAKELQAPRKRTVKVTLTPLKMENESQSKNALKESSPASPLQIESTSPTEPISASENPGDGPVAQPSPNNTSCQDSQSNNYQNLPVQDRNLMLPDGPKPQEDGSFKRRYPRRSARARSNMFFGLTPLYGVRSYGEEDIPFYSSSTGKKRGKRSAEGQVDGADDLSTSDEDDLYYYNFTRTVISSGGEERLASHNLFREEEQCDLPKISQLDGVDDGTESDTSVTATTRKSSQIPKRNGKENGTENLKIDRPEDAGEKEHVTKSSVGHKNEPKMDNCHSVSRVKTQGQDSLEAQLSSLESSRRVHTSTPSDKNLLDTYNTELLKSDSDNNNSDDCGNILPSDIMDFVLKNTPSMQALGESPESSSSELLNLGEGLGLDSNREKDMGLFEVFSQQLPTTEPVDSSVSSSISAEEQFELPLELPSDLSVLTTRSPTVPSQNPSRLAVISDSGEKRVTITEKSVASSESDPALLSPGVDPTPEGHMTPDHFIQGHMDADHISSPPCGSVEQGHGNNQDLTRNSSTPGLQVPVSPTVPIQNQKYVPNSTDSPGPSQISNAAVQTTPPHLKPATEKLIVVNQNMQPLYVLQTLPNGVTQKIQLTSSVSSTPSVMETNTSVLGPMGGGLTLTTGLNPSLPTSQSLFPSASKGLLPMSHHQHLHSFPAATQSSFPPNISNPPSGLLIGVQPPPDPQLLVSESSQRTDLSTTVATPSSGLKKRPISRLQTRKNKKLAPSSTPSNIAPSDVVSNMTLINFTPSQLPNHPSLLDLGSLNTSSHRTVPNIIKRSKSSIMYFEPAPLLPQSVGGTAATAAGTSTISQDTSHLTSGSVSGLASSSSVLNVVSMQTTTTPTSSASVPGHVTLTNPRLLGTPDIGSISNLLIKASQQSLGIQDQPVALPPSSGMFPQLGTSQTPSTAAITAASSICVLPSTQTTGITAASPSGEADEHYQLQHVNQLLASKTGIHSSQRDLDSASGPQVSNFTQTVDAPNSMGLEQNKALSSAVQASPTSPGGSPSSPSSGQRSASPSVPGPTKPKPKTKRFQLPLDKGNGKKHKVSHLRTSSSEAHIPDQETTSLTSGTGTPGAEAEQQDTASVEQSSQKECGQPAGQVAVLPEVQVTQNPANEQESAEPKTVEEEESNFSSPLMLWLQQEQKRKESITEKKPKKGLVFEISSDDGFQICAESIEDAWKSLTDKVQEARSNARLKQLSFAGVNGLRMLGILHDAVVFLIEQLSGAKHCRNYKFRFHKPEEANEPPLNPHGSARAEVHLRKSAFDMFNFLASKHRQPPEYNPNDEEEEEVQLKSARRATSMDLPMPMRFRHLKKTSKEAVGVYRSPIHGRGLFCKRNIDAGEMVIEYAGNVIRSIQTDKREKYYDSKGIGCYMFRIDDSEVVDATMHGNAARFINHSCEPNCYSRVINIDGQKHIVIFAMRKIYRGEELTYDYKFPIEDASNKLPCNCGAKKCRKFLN
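Fluorescence polarization: 7 uM MLL-CXXC (stock) preincubated 5 min with compounds, then 50 nM fluorescein-HOX-A9 DNA (stock) added; 30 min ambient. Buffer 50 mM Tris-HCl pH 7.5, 50 mM NaCl, 1 mM DTT, 0.05% BSA.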
A-T KAP1 phos – qHTS Assay for Identifying a Potential Treatment of Ataxia-Telangiectasia; […] A-T fibroblasts, KAP-1 phosphorylation AlphaLISA; neocarzinostatin DNA damage 30 min before lysis; Potency, µM (doses to about 57.5 µM), without a hit: top-dose activation, most hits filed as activators; 320,000 tested, 0.19% active; note: potency is the fitted concentration of half-maximal effect; % of control where 0% means no effect; nearly all actives have a fitted effect of over 45% in size
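ATM-like activity read as KAP-1 phosphorylation via AlphaLISA donor/acceptor antibody pairs after lysis and 6 hr at 25C. Cells were ATM-null patient fibroblasts ([…], hTERT), dosed 60 min, then exposed to the DSB inducer NCS for 30 min.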
* hit, by the source's call; ? = inconclusive; . = no result given; [ ] = remark or other dose. Unless noted, calls come from the whole dose curve; as a rule, active = well fitted curve in the direction sought with a large enough effect; inconclusive = small, poorly fitted or top-dose-only effect, or another doubt; inactive = no such curve, though single readings can be large; an effect the other way counts as inactive or inconclusive.

SMILES	FBPA coupling cs	KCNH2 3.1 block	Integrin act MD	GALK inh	MBNL1 CUG block	KCNH2 WT inh	TRPV1 ag	ASM inhibitor	MLL CXXC-DNA inh	A-T KAP1 phos
Cc1ccc(S(=O)(=O)/N=C(\CCl)N2CCOCC2)cc1	1.1	-20.6	-40.5%[inhibitor]	.	-7.6%	-7.0	-0.1	5.5%	-8.3%	2.4%
COc1ccccc1CNC(=O)c1ccccc1OC	-2.0	21.6	21.7%	-0.2%	-0.2%	2.2	4.1	-1.7%	-6.5%	3.6%
Cc1cc(OC(C)C(=O)NC2CCN(Cc3ccccc3)CC2)c2c(C)cc(=O)oc2c1 (stereo not given)	.	0.3	-22.0%	-3.7%	2.1%	-1.8	0.9	0.1%	5.1%	5.7%
Cc1cccc(C(=O)OCC(=O)Nc2nccs2)c1	1.0	-6.4	6.9%[7.66 µM]	5.0%	-12.4%	4.8	30.0	-0.3%	-14.6%	-0.1%
CSC1=N/C(=C\c2ccccc2C)C(=O)S1	-1.0	5.0	-4.3%	-1.3%	-12.9%	-2.5	0.6	0.2%	-1.5%	-3.8%
CCOc1ccc(CCNC(=O)C2CCN(c3ccc(N4CCOCC4)nn3)CC2)cc1OCC	-0.8	-2.4	-16.2%	3.2%	11.9%	5.3	0.7	221.6%[activator]	8.7%	.
O=C(NC(Cc1c[nH]c2ccccc12)C(=O)O)/C(=C\c1ccccc1)NC(=O)c1ccccc1 (stereo not given)	8.5	-7.1	-2.8%	-3.7%	4.7%	-4.5	-0.2	3.1%	2.1%	-3.0%
Cc1ccc(C)c(N2CCN(S(=O)(=O)c3csc(C(N)=O)c3)CC2)c1	0.4	-13.5	7.2%	7.2%	-11.3%	-3.4	11.2	-2.7%	11.8%	-1.0%
CCOC(=O)c1cnc2c(C)cccc2c1Nc1ccc(N2CCOCC2)cc1	-0.6	.	.	3.9%	13.7%	.	9.1	.	4.4%	-1.8%
Cc1cc2c(cc1S(=O)(=O)CCC(=O)N(C)C1CCCCC1)OCC(=O)N2	-3.8	-21.3	16.0%	.	-6.1%	3.7	12.7	-0.6%	.	7.6%
Cc1c(Cl)c(C(=O)Nc2nc3ccccc3n2CCN2CCCCC2)nn1C	0.5	.	.	2.4%	-3.4%	.	-0.7	.	?	-1.3%
O=C(NCCCN1CCN(c2cccc(Cl)c2)CC1)C1(S(=O)(=O)c2ccc(Cl)cc2)CC1	1.1	-22.9	-51.4%[inhibitor]	-1.0%	0.4%	-4.3	-3.8	-1.2%	-5.8%	-9.5%
CCOc1ccc(S(=O)(=O)N2CCC(C(=O)N3CCN(C)CC3)CC2)cc1Cl	3.4	7.5	11.4%	8.1%	0.8%	-2.6	-0.7	7.3%	12.9%	10.7%
CCC(CC)NC(=O)/C=C/c1ccccc1Cl	0.0	6.6	6.9%	0.9%	.	1.8	21.9	2.8%	7.4%	0.1%
CCOC(=O)C(=O)Nc1sc(C(=O)N(CC)CC)c(C)c1C#N	1.5	-6.3	3.9%	1.2%	3.1%	-5.2	-1.7	-1.0%	10.6%	-2.2%
O=C(Nc1cccc(C(F)(F)F)c1)c1ccccc1NC(=O)C1CCCCC1	1.0	31.7	3.5%	1.1%	.	-0.9	3.3	-6.9%	3.3%	-3.5%
O=C(COC(=O)c1ccco1)Nc1nc2ccccc2s1	-2.1	8.5	0.0%	.	0.9%	-5.5	-1.1	2.3%	5.2%	13.3%
COc1ccc(C2(C#N)CCC(=O)N2c2ccccc2)cc1 (stereo not given)	0.1	12.4	6.0%	.	2.2%	-5.5	2.1	-1.4%	-11.7%	18.2%
O=C(/C=C/c1ccco1)N1CCN(S(=O)(=O)c2ccc(F)c(F)c2F)CC1	5.1	-12.6	-12.2%	0.0%	-1.0%	3.3	0.0	5.0%	6.8%	-0.2%
COC(=O)c1sccc1NC(=O)c1cc(C)on1	1.2	4.7	25.3%	0.4%	7.7%	-7.0	0.4	5.2%	2.6%	-5.7%
O=C(NCCc1ccccc1)/C(=N\O)c1ccccc1	5.9	0.7	-16.2%	1.3%	-2.8%	3.0	12.5	-1.8%	-1.7%	7.9%
COc1ccc([C@@H]2[C@@H]3C(=O)N(C(C)(C)C)C(=O)[C@@H]3[C@]3(Cc4ccccc4)C(=O)N(c4cccc(Br)c4)C(=O)N23)cc1	.	-28.4	-15.8%	.	.	9.6	-3.2	-0.9%	.	6.7%
C#CCOCCOCCOCCNc1nc(N2CCN(C(=O)[C@H](CCC(=O)O)n3cc(CN)nn3)CC2)nc(N2CCN(C(=O)[C@H](CCC(=O)O)n3cc([C@@H](N)[C@H](C)CC)nn3)CC2)n1	.	-2.5	34.3%	.	.	-1.8	.	5.6%	.	11.3%
CCOC(=O)C1(Cc2cccc(OC)c2)CCCN(C(=O)c2cc(C)[nH]n2)C1 (stereo not given)	5.9	5.4	3.6%	9.3%	?	-6.8	5.0	0.0%	-3.9%	-1.9%
CCC(=O)c1ccc(OCC(O)CNC(C)c2ccccc2)cc1 (stereo not given)	1.6	2.8	22.8%	2.6%	-11.4%	12.4	1.1	-1.8%	5.8%	-1.9%
COc1ccccc1C(=O)N/C(=C\c1cn(C)c2ccccc12)C(=O)N1CCOCC1	-8.1	7.3	22.1%	-3.7%	9.3%	1.4	2.5	1.4%	-3.4%	-1.3%
CC(=O)c1ccccc1OC(=O)COc1ccc(Cl)cc1C	-7.1	-7.2	5.2%	-2.7%	3.8%	0.7	6.4	-3.5%	8.9%	-1.7%
COc1cc(C2NC(=O)C(C#N)=C(S)N2c2ccc(C)cc2)ccc1OC(C)C (stereo not given)	1.2	21.6	0.0%	0.8%	-2.8%	-16.8	-2.0	-7.4%	-16.8%	0.1%
COc1ccc(-c2noc(C3CCCN(S(=O)(=O)c4cccc(Cl)c4)C3)n2)cc1OC (stereo not given)	-1.3	.	-31.4%[7.66 µM]	2.6%	5.4%	-3.6	1.6	-7.3%	0.7%	5.7%
O=C(COc1ccc(S(=O)(=O)NCc2ccccc2)cc1Cl)N1CCOCC1	1.8	5.1	1.2%	-0.9%	-0.7%	17.6	5.7	-1.0%	-1.4%	-1.0%
CCS(=O)(=O)c1ccc(O)c(NC(=O)Nc2ccccc2)c1	0.7	?	4.7%	-0.5%	-11.6%	-8.2	1.3	-1.3%	-0.2%	0.8%
CCc1ccccc1NC(=O)c1nnn(CC(=O)Nc2cccc(C)c2)c1N	1.0	-10.7	19.4%	-6.2%	13.1%	-10.1	.	3.0%	9.0%	-8.4%
COc1cccc(OC)c1OCc1cc(C2C3CCCC=C3C(C#N)=C(N)C2(C#N)C#N)c(C)cc1C (stereo not given)	-12.4	-7.8	22.7%	0.2%	2.2%	-10.6	4.7	12.1%	-7.3%	1.0%
CO[C@H]1C=CO[C@@]2(C)Oc3c(C)c(O)c4c(O)c(c5c(nc6cc(C)ccn65)c4c3C2=O)NC(=O)C(C)=CC=C[C@H](C)[C@H](O)[C@@H](C)[C@@H](O)[C@@H](C)[C@H](OC(C)=O)[C@@H]1C	-12.9	.	.	-0.3%	?	.	-2.0	.	4.6%	.
O=C(CCN1C(=O)C2CCCCC2C1=O)N1CCN(S(=O)(=O)c2cccc(F)c2)CC1 (stereo not given)	.	4.9	-7.0%	.	.	0.7	-1.0	2.3%	.	4.4%
Cc1cccn2c(=S)[nH]nc12	.	-5.9	11.5%	.	.	7.0	.	-0.2%	.	.
CCC(=O)N1CCN(c2ccc(NC(=O)c3ccco3)cc2)CC1	-1.9	-8.2	0.5%	1.1%	-2.7%	-0.2	6.4	-1.8%	-0.3%	-2.1%
O=C(C1CCCN(CCCc2ccccc2)C1)N1CCCCC1 (stereo not given)	3.0	-1.7	-34.1%	-2.0%	-0.5%	18.0	8.1	2.3%	?	-2.8%
COc1ccc(Cc2noc(COc3ccc(Cl)cc3)n2)cc1	-0.9	2.7	30.0%	-0.2%	-4.8%	5.7	15.6	-3.5%	-9.6%	12.5%
CCC(C(=O)NCCc1ccco1)n1nc(C)c2c(C)n(-c3ccccc3)nc2c1=O (stereo not given)	.	0.6	-27.2%	0.5%	-2.9%	5.3	1.7	0.6%	3.9%	-6.9%

Source: PubChem BioAssay (National Center for Advancing Translational Sciences (NCATS))
